Assay outcomes (PubChem BioAssay)
ALDH1A1 inh: blocks purified human ALDH1A1 activity. AID 1030. P00352. actives 7.3% (n = 220,000). Purified ALDH1A1, NADH fluorescence, propionaldehyde substrate. Potency, µM (titrated, usually from 75.3 µM), inactives show at the top dose activity, negative = inhibition, actives largely listed as inhibitors; active = well fitted inhibition curve with a large enough effect, not every such curve was filed as active; inconclusive = small, poorly fitted or top-dose-only effect, or another doubt; inactive = no such curve, though single readings can be large or run the other way;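 also: plate controls were no enzyme wells and a reference inhibitor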
Target sequence (P00352 whole entry, looked up): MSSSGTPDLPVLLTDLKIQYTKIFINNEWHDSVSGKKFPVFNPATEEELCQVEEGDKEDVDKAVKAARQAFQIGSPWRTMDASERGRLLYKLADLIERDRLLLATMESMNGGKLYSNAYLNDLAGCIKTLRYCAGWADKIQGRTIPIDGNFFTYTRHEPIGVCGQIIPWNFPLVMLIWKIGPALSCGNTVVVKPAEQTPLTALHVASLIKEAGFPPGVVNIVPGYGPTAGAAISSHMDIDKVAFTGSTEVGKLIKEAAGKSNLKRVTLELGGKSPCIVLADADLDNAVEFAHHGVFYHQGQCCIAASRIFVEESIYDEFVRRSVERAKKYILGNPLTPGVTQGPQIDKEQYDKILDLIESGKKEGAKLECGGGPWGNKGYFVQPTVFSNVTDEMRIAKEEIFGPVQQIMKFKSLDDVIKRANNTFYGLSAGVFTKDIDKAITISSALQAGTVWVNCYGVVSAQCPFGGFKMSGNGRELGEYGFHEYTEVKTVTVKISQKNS
Tau ThT inhib: inhibitors of human tau fibril formation, thioflavin T binding; recombinant tau K18 P301L, heparin-induced fibrillization, ThT fluorescence; Potency, µM (series often up to 57.4 µM), for the others: at the highest dose activity, negative = inhibition, most hits filed as inhibitors; actives 2.1% (n = 270,000); AID 1460; also: % is scaled to controls: 0 for no effect and ±100 for the full control effect; nearly all actives have a fitted effect of over 55% in size
Target sequence (P10636 561-689 P618L limits assumed): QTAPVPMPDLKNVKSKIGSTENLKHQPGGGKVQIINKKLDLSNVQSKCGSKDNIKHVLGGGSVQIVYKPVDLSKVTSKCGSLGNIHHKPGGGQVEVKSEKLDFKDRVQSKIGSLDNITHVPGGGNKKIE
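Using a mix of unlabeled (15 uM) and Alexa 594-labeled (0.24 uM) tau K18 P301L, heparin-triggered fibrillization over 6 hr at 37 C was scored by ThT fluorescence.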
KinaseGlo FLuc: Kinase-Glo luciferase inhibition (counter-screen); Potency, µM (top dose mostly 38.3 µM), for inactives: at the highest dose activity change, negative = inhibition, actives largely listed as inhibitors; Q27757; Kinase-Glo luciferase, ATP luminescence, 8 min; AID 1379; actives 0.28% (n = 200,000); also: % is scaled to controls: 0 for no effect and ±100 for the full control effect; nearly all actives have a fitted effect of over 60% in size
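Compound is pinned into ATP-containing buffer (10 uM ATP, imidazole pH 7.2, 7 mM MgCl2). Kinase-Glo luciferase reagent is then added. Light output is recorded following an 8-min room-temperature incubation.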
RECQ1 helicase: inhibitors of human RECQ1 DNA helicase. RECQ1 DNA unwinding, red fluorescence kinetic read. Potency, µM (series often up to 57.3 µM), without a hit: at the top dose activity, negative = inhibition, most hits filed as inhibitors. P46063. actives 0.54% (n = 240,000);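 also: plate controls were vehicle for no effect and no enzyme for full effect; nearly all actives have a fitted effect of over 30% in size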
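50 nM RECQ1T1 preincubated 15 min with compound in Tris pH 8.0 buffer with MgCl2, DTT, Tween-20 and 2.5 ug/ml poly(dI-dC); started with 200 nM TAMRA/BHQ-2 forked duplex and 2 mM ATP. Unwinding read as fluorescence (525/598 nm), two reads 2 h apart.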
KDM4E inh: blocks human JMJD2E demethylase activity | B2RXH2 | Potency, µM (highest dose often 57.1 µM), without a hit: at the top dose activity change, negative = inhibition, usual class: inhibitors | JMJD2E catalytic domain, FDH-coupled NADH fluorescence (FDH is formaldehyde dehydrogenase) | actives 1.6% (n = 230,000); active = well fitted inhibition curve with a large enough effect, not every such curve was filed as active; inconclusive = small, poorly fitted or top-dose-only effect, or another doubt; inactive = no such curve, though single readings can be large or run the other way;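 also: 0% = wells with enzyme and -100% = buffer wells without enzyme; nearly all actives have a fitted effect of over 50% in size; many of its hits are not listed in these tables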
Target sequence (B2RXH2 1-337 limits assumed): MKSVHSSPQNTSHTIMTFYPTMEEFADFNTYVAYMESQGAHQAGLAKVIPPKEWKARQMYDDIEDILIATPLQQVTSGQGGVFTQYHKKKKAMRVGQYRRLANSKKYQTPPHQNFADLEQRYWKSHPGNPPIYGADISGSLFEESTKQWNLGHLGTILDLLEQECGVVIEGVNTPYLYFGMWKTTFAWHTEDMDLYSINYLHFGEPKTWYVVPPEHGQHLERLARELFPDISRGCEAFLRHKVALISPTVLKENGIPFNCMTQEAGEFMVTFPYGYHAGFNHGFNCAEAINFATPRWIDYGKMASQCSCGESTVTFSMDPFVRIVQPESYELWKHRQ
LMNA splice mod: changes lamin A minigene splicing in HeLa cells; HeLa LMNA splicing GFP/RFP minigene ratio, 48 h; Potency, µM (doses to about 46.1 µM), for the others: at the highest dose ratio change, negative = inhibition, hits mostly inhibitors; actives 0.01% (n = 200,000); AID 1487; active = well fitted inhibition curve with a large enough effect in the signal ratio, with a control signal flat, not every such curve was filed as active; inconclusive = small, poorly fitted or top-dose-only effect, or effect the other way, or a change in a side signal; the % refers to the signal ratio; also: % is scaled to controls: 0 for no effect and ±100 for the full control effect
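S3 HeLa cells stably expressing lamin A-EGFP splicing minigene plus DsRed2, 600 cells/well, 48 h compound exposure at 37C. Laser-scanning cytometry; analysed as GFP (500-530 nm)/RFP (575-640 nm) total intensity ratio; 0.5% DMSO vehicle.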
L3MBTL1 block: inhibitors of human L3MBTL1; AlphaScreen L3MBTL1–H3K9me1 peptide binding; Potency, µM (doses to about 57.1 µM), for the others: at the top dose activity, negative = inhibition, usual class: inhibitors; actives 0.66% (n = 230,000); also: % is scaled to controls: 0 for no effect and ±100 for the full control effect; nearly all actives have a fitted effect of over 60% in size
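AlphaScreen assay: L3MBTL1 (50 nM final) was preincubated 30 min at room temperature with biotinylated H3(1-15)K9me1 peptide (75 nM final), then 30 min with library compounds; streptavidin donor and nickel chelate acceptor beads (10 ug/mL final) added, 30 min dark.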
SMN2 splice up: SMN2 splice variant enhancement; HEK293 SMN2-luciferase splicing reporter, luminescence, 30-36 h; Potency, µM (doses to about 46.1 µM), for the others: top-dose activity change, positive = activation, usual class: activators; actives 2.8% (n = 210,000); also: % of control where 0% means no effect; nearly all actives have a fitted effect of over 55% in size
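HEK293 cells carry an SMN2 […]–luciferase reporter in which exon 7 inclusion puts luciferase in frame. Cells were plated 10-12 h before compound addition, then incubated 30-36 h at 37C. ONE-Glo luminescence was read; sodium butyrate at 4.5 mM final served as control.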
Starred values were filed as active, the others as inactive; i = inactive; ? = inconclusive; nt = no result given; & = joins results of further samples; [ ] = remark or other dose. Unless noted, calls follow the shape of the dose curve; as a rule, active = well fitted curve in the direction sought with a large enough effect; inconclusive = small, poorly fitted or top-dose-only effect, or another doubt; inactive = no such curve, though single readings can be large; an effect the other way counts as inactive or inconclusive. Potency is read from the fitted curve at half-maximal effect. The list is partial. The share of hits here may be higher or lower than overall.

SMILES	ALDH1A1 inh	Tau ThT inhib	KinaseGlo FLuc	RECQ1 helicase	KDM4E inh	LMNA splice mod	L3MBTL1 block	SMN2 splice up
Cc1ccc(-n2c(C)cc(C(=O)NS(=O)(=O)c3ccc(C)cc3)c2C)cc1	-1%	-14%	4%	i	-7%	-9%	-12%	20%
CC(C)CN1CCNC(=O)C1CC(=O)NCCc1cnn(-c2ccccc2)c1 (stereo unspecified)	?	1%	2%	i	?	5%[46 µM]	-9%	nt
Cc1cc(Nc2nc3ccccc3nc2Cl)n(-c2ccccc2)n1	-12%	?	-2%	-6%	-2%	?	nt	-36%[inhibitor]
COc1ccc(-c2[nH]n(-c3ccc([N+](=O)[O-])cc3)c(=O)c2C=NCc2ccc(F)cc2)cc1	5%	?	1%	-10%	8%	-11%	-5%	2%
c1csc(-c2nnc(N3CCOCC3)c3ccccc23)c1	?	-3%	-2%	-1%	-8%	-13%[46 µM]	1%	-22%
O=C(c1cccc(C(F)(F)F)c1)C1CCCN(C(=O)CCn2cnnn2)C1 (stereo unspecified)	nt	2%	nt	24%	5%	nt	9%	nt
COc1ccc(C(=O)NNC(=O)c2ccccc2[N+](=O)[O-])cc1	8%	-7%	-2%	3%	0%	-12%	4%	?
CCn1c(NCc2cc(Br)ccc2NS(=O)(=O)c2ccc(C)cc2)nc2ccccc21	9%	-8%	-2%	-8%	6%	?	-4%	-52%[inhibitor]
CCOC(=O)COc1ccccc1-c1ccno1	0%	-5%	-6%	-12%	-2%	6%	nt	5%
O=[N+]([O-])c1cc(-c2nnc(Nc3ccc(O)cc3)c3ccccc23)ccc1N1CCOCC1	?	?	0%	-10%	12%	?	-10%	-11%
Cn1cc(Cl)c(C(=O)Nc2cnn(Cc3ccc(F)cc3)c2)n1	-6%	?	-8%	-5%	-3%	16%	-1%	-10%
COCC(=O)/C=C1\Sc2ccccc2N1C	?	-14%	4%	i	-7%	8%	nt	16%
OC(CNc1nc2ccccc2s1)c1ccccc1 (stereo unspecified)	7%	-11%	0%	2%	2%	-3%	nt	35%
CC(C)(C)NC(=O)CN(Cc1cccnc1)C(=O)c1csnn1	-5%	-1%	-2%	2%	6%	4%	-1%	-16%
CCOC(=O)CNC(=O)N1c2ccccc2Sc2ccccc21	9%	-3%	2%	i	3%	nt	4%	nt
CC(=O)c1ccc(-n2c(CCC(=O)O)ccc2-c2cccs2)cc1	3.5µM*	?	-2%	-3%	?	1%	-10%	-4%&-6%
CCCn1c(=N)c(C(=O)NCc2ccc3c(c2)OCO3)cc2c(=O)n3cccc(C)c3nc21	?	?	-3%	0%	?	-29%	1%	-24%
COc1ccc(-c2cc(C3CCN(Cc4cccc(C(F)(F)F)c4)CC3)[nH]n2)cc1	-8%	-17%	0%	-12%	-8%	?	-3%	-72%[inhibitor]
COc1ccc(CC2(CO)CCN(Cc3cc4ccccc4o3)CC2)cc1	-7%	3%	nt	-7%	3%	nt	-14%	nt
Cc1cc(C(=O)COc2ccccc2[N+](=O)[O-])c(C)n1C1CC1	32µM*	?	-1%	-6%	-3%	nt	-6%	?
O=C(O)/C=C/c1cn(Cc2ccccc2)nc1-c1ccccc1	3%	-5%	8%	16%	3%	14%	-1%	25%
CC(C)CSc1nnc2[nH]c(=O)cc(N)n12	3%	7%	0%	9%	-2%	-14%	26%	15%
O=C(N1CCOCC1)N1CCOCC1	14%	0%	-3%	-14%	4%	2%	-1%	-4%
COC(=O)C1=C(C)N(CC(C)C)C(=O)C1	-10%	-12%	-4%	i	-5%	-8%	nt	12%
c1ccc2c(c1)OCC(c1nnc3n1-c1ccccc1SC3)O2 (stereo unspecified)	?	-6%	-1%	-13%	1%	15%	1%	-12%
Carrying on.
SMILES	ALDH1A1 inh	Tau ThT inhib	KinaseGlo FLuc	RECQ1 helicase	KDM4E inh	LMNA splice mod	L3MBTL1 block	SMN2 splice up
CN(C)/C=C/C(=O)c1ccc(Cl)c([N+](=O)[O-])c1	?	?	-5%	-7%	7%	nt	nt	12%
Cc1ccc2[nH]c3c(c2c1)CN(C(=O)CN1CCN(C(=O)c2ccco2)CC1)CC3	nt	-10%	nt	-1%	-3%	nt	-9%	nt
O=C(CSc1nnc(COc2ccccc2)n1-c1ccccc1)c1cccs1	?	-18%	-3%	-5%	-8%	?	-6%	-63%[inhibitor]
CCCC(=O)Nc1cc(C)c(NC(=O)c2ccccn2)cn1	?	-6%	-9%	i	-8%	0%	0%	8%
CCCCCOC(=O)c1ccc(N2C(=O)C3C4C=CC(C4)C3C2=O)cc1 (stereo unspecified)	?	-13%	-1%	i	-1%	-12%	nt	-1%
COc1cnc(-c2cccc(C(F)(F)F)c2)nc1OC	8%	-2%	-2%	i	-6%	32%[9.22 µM]	14%	3%
CCNC(=O)COC(=O)/C=C/c1cccs1	13%	3%	3%	i	1%	17%[46 µM]	0%	7%
C=CCNC(=S)NNC(=O)c1cccn(Cc2cccc(Cl)c2)c1=O	5%	1%	1%	-10%	?	6%	-3%	8%
CC(NC(=O)Cc1cccs1)C(c1cccs1)N1CCN(c2ccccc2F)CC1 (stereo unspecified)	2%	-13%	nt	-14%	2%	-17%	-6%	nt
Cc1cc(NS(=O)(=O)c2ccccc2)c(C)c(Cl)c1O	-8%	-7%	1%	4%	7%	?	-8%	-2%
Cn1c(=O)c2c(nc(NCCc3ccccc3)n2Cc2ccccc2)n(C)c1=O	4%	-13%	-1%	-5%	5%	?	-6%	-17%
CCOC(=O)/C(=N\Nc1ccccc1[N+](=O)[O-])c1csc(N)n1	?	?	-3%	i	-8%	?	?	-7%
C=CCc1ccc(OCc2ccc(C(=O)OC)o2)c(OC)c1	-1%	?	-2%	i	5%	12%	nt	?
CCOC(=O)c1[nH]c2ccc(C)cc2c1N=CN(CC)CC	12%	-13%	14%	-11%	?	0%	2%	9%
CCc1nn(CCCC(=O)N2CCc3ccccc3C2)c(=O)c2cc3occc3n12	?	?	-2%	0%	?	16%	-6%	-14%
O=C(NCCCN1CCOCC1)C1COc2ccccc2O1 (stereo unspecified)	6%	1%	-7%	-1%	-2%	-5%	3%	19%
COc1ccc(CN2CCOCCOCCOCCOCCOCC2)cc1	1%	4%	nt	i	-1%	nt	1%	nt
CC(C)CCNC(=O)CCc1nnc(Cc2c[nH]c3ccccc23)o1	?	-12%	6%	-9%	-4%	nt	-9%	nt
NNC(=O)c1ccc(COc2cccc3ccccc23)o1	nt	?	nt	i	0%	nt	-9%	nt
O=C(c1ccc(CSc2ccc(Cl)cc2)cc1)N1CCCC1	?	?	0%	i	-6%	?	6%	8%
CC(C)(C)n1nnnc1CN1CCC(NC(=O)NC2CCCCC2)CC1	-11%	-7%	0%	-6%	1%	-5%	nt	17%
O=C1CC(=O)N(CCc2ccccc2)C(=O)N1CCc1ccccc1	-12%	28µM*	0%	-15%	-12%	-5%	?	27%
NS(=O)(=O)c1ccc(CCNCc2cccs2)cc1	-8%	9%	-5%	i	?	nt	39%[activator]	-6%
Cc1ccc(SC(C)C(=O)Nc2ncn[nH]2)cc1 (stereo unspecified)	10%	0%	-1%	-5%	-5%	23%	-19%	5%
O=C(CN1CCN(c2ncccn2)CC1)NCc1ccc2c(c1)OCO2	?	-16%	-1%	i	0%	nt	nt	-10%

Structures listed so far that bear a hit mark in ALDH1A1 inh.
SMILES | ALDH1A1 inh | Tau ThT inhib | RECQ1 helicase | KDM4E inh | LMNA splice mod | L3MBTL1 block | SMN2 splice up
CC(=O)c1ccc(-n2c(CCC(=O)O)ccc2-c2cccs2)cc1 | 3.5µM* | ? | -3% | ? | 1% | -10% | -4%&-6%
Cc1cc(C(=O)COc2ccccc2[N+](=O)[O-])c(C)n1C1CC1 | 32µM* | ? | -6% | -3% | nt | -6% | ?

(more compounds)
SMILES	ALDH1A1 inh	Tau ThT inhib	KinaseGlo FLuc	RECQ1 helicase	KDM4E inh	LMNA splice mod	L3MBTL1 block	SMN2 splice up
Cc1ccc(O)c(NC(=O)C2CC(c3ccc(F)cc3)=NO2)c1 (stereo unspecified)	?	-14%	1%	-20%	0%	-9%	-6%	-11%
CC/C(O)=C1\C(=O)CC(c2ccccc2)CC1=NCCC(=O)O (stereo unspecified)	10%	0%	3%	-3%	-4%	-10%	10%	7%
Cc1nn(CC2CC2)c(=O)n1-c1cccc(Cl)c1	-8%	-1%	-1%	1%	-1%	?	-4%	-5%
O=C(COc1ccc(Oc2ccccc2)cc1)NCc1cn2ccccc2n1	-7%	-8%	1%	-2%	?	nt	-14%	-15%
CCc1cccc(CC)c1NC(=O)C1SC(=Nc2ccccc2C)C(c2nc3ccccc3s2)=C1N (stereo unspecified)	2%	-15%	2%	-18%	-13%	?	nt	-2%
CN(C)S(=O)(=O)N1CCN(c2ccc([N+](=O)[O-])cc2)CC1	?	?	3%	-3%	-1%	11%[9.22 µM]	20%	-22%
COc1cccc(-c2nnc(NC(=O)c3cccs3)s2)c1	-2%	-6%	-5%	i	?	2%[46 µM]	4%	18µM*
COc1cc(CC(=O)Nc2ccc(N3CCOCC3)cc2)cc(OC)c1OC	2%	-10%	2%	-14%	-7%	nt	-2%	1%
CCCNC(=O)COC(=O)c1cc2c(=O)n3ccccc3nc2s1	?	-7%	-3%	-6%	?	-4%	-5%	22%
COc1ccc(CN(C(=O)c2nsc(Cl)c2Cl)C(C(=O)NC2CCCCC2)c2ccc(OC)cc2)cc1 (stereo unspecified)	7.1µM*	-4%	5%	-21%	-5%	3%	-2%	-18%
C[C@H](NCCC(c1ccccc1)c1ccccc1)c1ccccc1	3%[20.9 µM]	nt	-2%[17.1 µM]	-5%[25.9 µM]	0%[25.5 µM]	?	nt	-6%[20.6 µM]
CCc1ccc(C(=O)CN2C(=O)NC(C)(c3ccc(C)cc3)C2=O)cc1 (stereo unspecified)	-3%	-18%	-2%	-3%	4%	nt	nt	-6%
O=C(/C=C/c1ccccn1)c1ccc(Br)cc1O	-1%	?	1%	6%	?	-7%	-6%	-4%
